Assay outcomes deposited in PubChem by several laboratories.
CTSL1 counter: blocks F. hepatica cathepsin L1 in PFM18AAP counter-screen; recombinant F. hepatica cathepsin L1, Z-Leu-Arg-MCA fluorescence; inhibition, % at 5.96 µM; actives 0.49% (n = 300,000);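 active = inhibition above the mean of all tested compounds plus 3 SD, set per screening campaign, cut at about 17% in these data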;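 note: 0% = plate median of test compound wells and 100% = 1 µM Z-Phe-Ala-diazomethylketone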
HCV core dimer: HCV core protein dimerization inhibition; TR-FRET GST/Flag-core106 dimerization, 1536-well; inhibition, % at 5 µM; actives 0.33% (n = 300,000);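 active = inhibition above the mean of all tested compounds plus 3 SD, set per screening campaign, cut at about 45% in these data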
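Assay system – GST-tagged and Flag-tagged HCV core protein residues 1-106 · Quantity – core106 proteins, GST 13.5 nM and Flag 17 nM · Benchmarks – unlabelled core106 and no-GST-core106 wells · Read-out basis – percent inhibition of core106 dimerization signal · Detection – time-resolved FRET, ex 340 nm, em 617 and 671 nm · Schedule – 4 h at 22.5 °C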
PREPL inh: inhibitors of human prolyl oligopeptidase-like enzyme PREPL | inhibition, % at 5.96 µM | recombinant PREPL, fluorescence polarization activity-based probe | actives 0.68% (n = 320,000) | Q4J6C6 | AID 2751; in the data active = inhibition above about 43%;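 note: 0% = enzyme with DMSO and 100% = wells lacking enzyme; many of its hits are not listed in these tables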
Target sequence (Q4J6C6 whole entry, looked up): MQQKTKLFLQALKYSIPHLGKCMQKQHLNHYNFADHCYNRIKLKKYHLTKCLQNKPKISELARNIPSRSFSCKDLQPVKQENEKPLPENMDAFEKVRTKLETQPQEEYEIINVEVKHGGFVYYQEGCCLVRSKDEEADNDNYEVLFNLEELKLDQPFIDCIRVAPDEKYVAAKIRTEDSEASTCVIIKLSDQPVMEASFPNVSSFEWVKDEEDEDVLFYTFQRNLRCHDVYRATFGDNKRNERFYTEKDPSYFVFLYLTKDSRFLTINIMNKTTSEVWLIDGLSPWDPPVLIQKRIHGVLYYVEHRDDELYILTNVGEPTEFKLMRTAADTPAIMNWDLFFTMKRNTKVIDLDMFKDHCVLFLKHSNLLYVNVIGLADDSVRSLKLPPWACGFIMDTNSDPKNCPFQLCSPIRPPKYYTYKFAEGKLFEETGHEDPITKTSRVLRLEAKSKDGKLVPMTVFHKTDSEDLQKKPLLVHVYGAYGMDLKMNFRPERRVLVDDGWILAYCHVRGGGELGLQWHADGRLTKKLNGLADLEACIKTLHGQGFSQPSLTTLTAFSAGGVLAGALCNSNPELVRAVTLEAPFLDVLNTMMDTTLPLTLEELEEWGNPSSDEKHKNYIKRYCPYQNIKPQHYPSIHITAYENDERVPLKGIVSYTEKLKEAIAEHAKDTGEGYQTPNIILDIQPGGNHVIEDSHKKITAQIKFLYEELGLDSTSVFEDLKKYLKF
EBNA-1 inh: blocks EBNA-1 binding to DNA; EBNA-1 DNA binding, fluorescence polarization; inhibition, % at 14.8 µM; actives 0.34% (n = 300,000); AID 1950; in the data active = inhibition above about 28%
TPT1 inh: inhibitors of Candida albicans tRNA 2'-phosphotransferase TPT1 | recombinant caTPT1, FP RNA substrate dephosphorylation | inhibition, % at 5 µM | actives 0.81% (n = 300,000) | AID 1962;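 active = inhibition above the mean of all tested compounds plus 3 SD, set per screening campaign, cut at about 24% in these data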;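 note: plate controls were DMSO alone for no effect and ferristatin control at 100 nM for full effect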
PP5 inh: inhibitors of human protein phosphatase 5 (PP5); inhibition, % at 6.7 µM; purified PP5c, OMFP substrate fluorescence; actives 0.18% (n = 320,000);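 active = inhibition above the campaign's mean inhibition across all tested compounds plus 3 SD, cut at about 9.5% in these data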;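 note: 0% = DMSO only and 100% = 100 µM cantharidin control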
ZTA counter: ZTA (EBV) inhibition in EBNA-1 counter-screen; actives 0.15% (n = 320,000); inhibition, % at 11 µM; AID 2234; ZTA-DNA binding, fluorescence polarization; P03206; in the data active = inhibition above about 33%
Target sequence (P03206 whole entry, looked up): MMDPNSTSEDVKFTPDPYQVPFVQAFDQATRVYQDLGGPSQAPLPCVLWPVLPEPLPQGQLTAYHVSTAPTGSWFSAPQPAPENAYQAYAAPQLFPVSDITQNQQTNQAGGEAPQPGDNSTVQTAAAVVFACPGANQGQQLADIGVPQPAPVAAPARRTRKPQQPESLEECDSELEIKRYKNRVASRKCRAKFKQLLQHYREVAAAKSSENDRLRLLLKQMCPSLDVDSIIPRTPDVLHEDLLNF
Efflux pump mplx: antifungal efflux pump inhibition, Nile Red retention. S. cerevisiae Candida pump triplex. inhibition, % at 10 µM. actives 0.44% (n = 330,000);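 active = plate passing quality check with inhibition over a set limit, or well fluorescence over plate mean plus 4 SD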;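 note: Nile Red retained in pooled yeast measured as flow cytometry median fluorescence; 0% = buffer negative control and 100% = Enniatin B positive control; higher means more Nile Red kept so more efflux inhibition; some compounds called inactive have numbers as strong as hits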
PP1 counter: PP1-alpha (human) inhibition in PP5 counter-screen; P62136; purified PP1alpha, OMFP fluorescence; inhibition, % at 6.7 µM; actives 0.9% (n = 320,000); AID 2235;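 active = inhibition above the mean inhibition of all tested compounds plus 3 SD, computed separately for each screening campaign, cut at about 15% in these data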
The depositor's hits bear a star. Only part of the results is shown. The share of hits here may be higher or lower than overall.

SMILES	CTSL1 counter	HCV core dimer	PREPL inh	EBNA-1 inh	TPT1 inh	PP5 inh	ZTA counter	Efflux pump mplx	PP1 counter
C#CCOCCOCCOCCNc1nc(N2CCN(C(=O)CCCCCCCCCCNC(=O)Cn3cc(C[C@@H](C)O)nn3)CC2)nc(N2CCN(C(=O)CCCCCCCCCCNC(=O)[C@@H]([C@H](C)O)n3cc(C)nn3)CC2)n1	2	1	9	5	-2	1.8	-3	0.0	3
Cc1ccccc1-n1nc2c(c1NC(=O)COc1ccc(Cl)cc1)CS(=O)C2 (stereo not drawn)	1	8	6	0	-2	1.2	3	-0.3	-1
O=C(C[C@H]1C(=O)N(c2ccc(F)c(F)c2)C[C@@H]1Cc1ccccc1)Nc1ccccc1	3	13	-17	15	-2	4.1	-2	-0.1	4
Cc1ccc(N2CC(C(=O)Nc3nnc(SCCC4OCCO4)s3)CC2=O)cc1C (stereo not drawn)	6	34	-1	9	4	-0.8	4	-1.1	0
c1ccc(CN2CCC(N3CCN(Cc4ccc5c(c4)OCO5)CC3)CC2)cc1	-2	0	15	4	0	0.8	5	0.1	-5
O=C(O)c1ccc(NC(=S)Nc2ccccc2)cc1	-2	-9	3	3	-1	1.5	-9	0.3	0
Cc1ccc(N2CCOCC2)c2c1C(=O)c1ccccc1C2=O	-1	-16	10	-1	-1	1.9	8	-0.2	-1
CCCCN1CC[C@H]2C=CC[C@@H](C(=O)N3CCN(c4ccccc4)CC3)[C@H]2C1=O	5	-22	-48	-9	0	-4.4	-7	0.1	3
COc1ccc(CNC(=O)c2ccc3c(c2)NC(=O)C(C)S3)cc1 (stereo not drawn)	-1	-2	2	-5	4	7.7	-10	0.0	-4
C/C(=N/Oc1nc(C)cc(C)n1)c1ccc(F)cc1	-1	4	2	8	-3	1.2	8	0.0	-1
O=c1oc2ccccc2c(O)c1/C=N/c1ccccn1	-2	-4	7	-5	3	3.1	9	0.1	3
CCC1C(=O)NCCN1C(=O)c1cc(COc2cc(C)ccc2C)on1 (stereo not drawn)	-2	4	2	3	-1	-1.9	1	0.1	-3
CCN(CC)c1ccc(NC(=O)c2ccccc2F)cc1S(=O)(=O)Nc1ccccc1OC	0	18	2	10	-4	2.1	2	0.0	4
COc1ccc(OC)c(-c2nnc(NC(=O)C(C)Sc3nncn3C)s2)c1 (stereo not drawn)	1	9	-1	-6	-2	-0.1	6	-0.1	2
COc1ccc(CCNC(=O)COc2ccc(-c3ccccc3)cc2)cc1OC	3	2	-7	12	1	4.9	-4	0.1	0

The closing 2 compounds of the part above lead into the next.
SMILES	CTSL1 counter	HCV core dimer	PREPL inh	EBNA-1 inh	TPT1 inh	PP5 inh	ZTA counter	Efflux pump mplx	PP1 counter
COc1ccc(OC)c(-c2nnc(NC(=O)C(C)Sc3nncn3C)s2)c1 (stereo not drawn)	1	9	-1	-6	-2	-0.1	6	-0.1	2
COc1ccc(CCNC(=O)COc2ccc(-c3ccccc3)cc2)cc1OC	3	2	-7	12	1	4.9	-4	0.1	0
OCc1nnn(-c2cccc(C(F)(F)F)c2)c1CO	0	-3	16	-9	-6	-0.1	-2	-0.2	-4
COc1cc(OC)c(C2NC(=O)CCC2[N+](=O)[O-])cc1OC (stereo not drawn)	2	-9	12	-6	-5	-0.5	-6	0.0	0
CNc1n[nH]c(=S)s1	-5	-4	0	-11	-4	1.1	-3	0.1	1
COc1cc(-n2c(=O)c3ccccc3n(Cc3cccc(C)c3)c2=O)cc(OC)c1OC	-1	4	-14	-7	3	-3.6	6	0.3	-1
CC(C)Cc1ccc(C(C)C(=O)Nc2ncccn2)cc1 (stereo not drawn)	1	2	17	8	-7	-0.3	1	-0.1	-2
Cc1cc(C)c2nc(N3CCCC(C(=O)NC4CCCC4)C3)sc2c1 (stereo not drawn)	4	-5	5	3	-2	-1.6	9	-0.3	0
CCOC(=O)c1c(NC(=O)CN2C(=O)NC3(CCCCC3C)C2=O)sc(C)c1C (stereo not drawn)	2	13	-1	-14	2	3.0	12	-0.4	8
C=CCOC(=O)C1=C[C@@H](c2ccc3c(c2)OCO3)C[C@@H](OCCCCO)O1	0	12	9	4	1	0.3	9	0.0	5
COc1cccc(OCc2cc(C(=O)N(C)CCOc3ccc(C)cc3)no2)c1	5	-11	-19	-5	-6	4.6	-14	0.0	3
O=C(COC(=O)C1CC(=O)N(c2nc(-c3ccccc3)cs2)C1)c1ccccc1 (stereo not drawn)	2	2	-23	5	-3	-1.5	1	-0.2	4
C/C(=N\NC(=O)c1ccc(Cl)cc1)c1cccc(NC(=O)C(C)C)c1	-1	-1	15	-3	-2	2.2	-18	0.0	-1
C=CCn1c(SCCOc2ccc(OC)cc2)nnc1C(CO)NC(=O)c1ccc(OC)cc1 (stereo not drawn)	2	-1	18	-1	-4	-1.2	-1	-0.1	-2
CCC(C)NS(=O)(=O)c1ccc(NC(C)=O)cc1 (stereo not drawn)	-4	3	7	3	-2	0.3	0	-0.2	0
CCSc1nnc(NC(=O)CSc2nnc(C)c(=O)n2N)s1	0	0	-4	-10	2	-0.8	19	0.4	2
C(=N\n1cnnc1)/c1ccc(N2CCOCC2)s1	6	-5	3	-3	-6	-0.6	8	0.1	-4
Cc1occc1C(=O)Nc1ccccc1NC(=O)c1ccoc1C	0	22	2	4	1	0.1	17	0.0	0
COCCn1c(-c2ccc(SC)cc2)nc2c1c(=O)[nH]c(=O)n2CC(C)C	0	6	23	-1	1	-1.3	-12	-0.2	0
COc1ccc(Nc2cc3n(c(=O)n2)CCc2cc(OC)c(OC)cc2-3)cc1	0	-3	25	-10	0	-1.2	-4	0.8	1
COC(=O)C(CCSC)NC(=O)/C=C/c1ccc(OC)cc1 (stereo not drawn)	0	-2	7	-2	-1	0.1	-3	0.1	-5
CCN(CC(=O)Nc1c(F)cccc1F)C(=O)CSc1nc(C)cc(C)n1	3	-7	11	13	-6	-1.8	-2	0.0	-1
O=C(c1ccc2c(=O)n(-c3ccccc3)c(=S)[nH]c2c1)N1CCCCC1	6	0	3	-6	-1	-2.5	11	0.1	-1
CC(C)Cc1ccc(C(C)C(=O)Nc2ccccc2O)cc1 (stereo not drawn)	3	0	3	-11	-2	5.5	-15	0.0	2
O=C1CC(c2ccccc2)N1c1ccccc1 (stereo not drawn)	-7	-1	-1	-12	1	1.4	13	0.3	-1
CSc1ncccc1C(=O)Nc1nc2c(C)cccc2s1	4	-1	4	8	3	1.7	17	0.1	4
COc1cc(NC(=O)COC(=O)/C=C/c2ccc(Cl)cc2Cl)cc(OC)c1	-13	10	0	53*	1	2.6	-2	-0.2	0
O=C1Nc2ccccc2/C1=N/N=C/c1cccc(O)c1	-4	-1	3	-9	-3	-2.4	12	0.0	-3
CCOc1ccc(Oc2ccc(Cl)cc2NC(=O)CCNC(C)=O)cc1	6	-39	3	0	-1	0.2	-12	-0.1	1
C=CCN1CCN(C(=O)c2ccc(-c3ccccc3)cc2)CC1	0	11	5	-7	-3	2.4	-11	0.1	-1
Cc1occc1C(=O)Nc1ccc(S(N)(=O)=O)cc1	-2	1	5	-2	2	-1.6	-1	0.2	4
CN(CC(=O)N1CCN(c2ccccc2)CC1)C1CCCc2ccccc21 (stereo not drawn)	0	-5	3	5	0	3.5	-13	-0.1	2
COc1ccc(-c2cc(-c3ccccc3)nc(SCC(=O)Nc3nccs3)c2C#N)cc1	3	12	1	5	7	-0.6	8	-0.1	-5
O=C(O)CCCNS(=O)(=O)c1ccc2ccccc2c1	2	4	-4	2	-5	0.9	-5	0.0	1
CC1(c2ccc([N+](=O)[O-])cc2)NC(=O)N(CC(=O)Nc2ccc(N3CCCCC3)cc2)C1=O (stereo not drawn)	6	-2	21	2	0	2.9	3	0.1	3
NC(=O)c1ccccc1OCc1cccc2ccccc12	9	11	14	8	-4	0.4	-2	-0.1	-1
Brc1ccc(CSc2nnc(-c3cnccn3)n2Cc2ccco2)cc1	0	6	15	6	-3	-0.6	9	-0.1	-1
CCOC(=O)C1CCCN(C(=O)c2ccccc2NC(C)=O)C1 (stereo not drawn)	-3	-5	2	-9	3	2.0	3	0.1	-3
CCN(CC)CCCCOc1ccccc1OC	2	-1	-1	5	2	-1.2	-10	-0.3	0
CCOC(=O)Cc1nnc(NC(=O)c2ccccc2OC)s1	0	-5	-12	-7	-1	3.3	2	-0.1	3
CC1CCN(C(=O)COC(=O)c2cc([N+](=O)[O-])ccc2N2CCOCC2)CC1	-7	-2	2	-11	-1	-0.4	-1	0.1	-1
Cc1ccc(-c2nn3cnnc3c3ccccc23)cc1	-2	4	15	-4	0	2.3	3	0.2	-2
O=C(NC1CCN(S(=O)(=O)c2ccc(F)cc2)CC1)c1ccccc1	1	-3	-11	7	0	2.0	9	0.0	-4
CC(=O)Nc1ccc(N2C(=O)CSC2c2cccc(Br)c2)cc1 (stereo not drawn)	7	-11	-20	4	-8	-0.6	-15	-0.1	6
COCCn1nnnc1C(c1cccc(OC)c1OC)N1CCN(C(=O)c2ccco2)CC1 (stereo not drawn)	-4	6	2	-4	-5	0.8	-1	0.0	-5
CCOC(=O)C1=C(C)NC(C)=C(C(=O)OCC)C1c1sccc1C	-3	-3	7	-12	4	4.7	-1	0.3	1
COc1cccc(NC(=O)CCSc2ccc(C)cc2)c1	-1	-8	1	0	0	1.6	-8	0.1	2

Ordered by SMILES length (descending): part of the list above
SMILES	CTSL1 counter	HCV core dimer	PREPL inh	EBNA-1 inh	TPT1 inh	PP5 inh	ZTA counter	Efflux pump mplx	PP1 counter
O=C(NC1CCN(S(=O)(=O)c2ccc(F)cc2)CC1)c1ccccc1	1	-3	-11	7	0	2.0	9	0.0	-4
CCOC(=O)C1CCCN(C(=O)c2ccccc2NC(C)=O)C1 (stereo not drawn)	-3	-5	2	-9	3	2.0	3	0.1	-3
NC(=O)c1ccccc1OCc1cccc2ccccc12	9	11	14	8	-4	0.4	-2	-0.1	-1

Next records follow:
SMILES	CTSL1 counter	HCV core dimer	PREPL inh	EBNA-1 inh	TPT1 inh	PP5 inh	ZTA counter	Efflux pump mplx	PP1 counter
CCOC(=O)CSc1nnc(CNC(=O)c2ccc(S(=O)(=O)N3CCOCC3)cc2)n1C	0	-3	-5	7	0	0.4	1	-0.2	0
COc1cc(CNc2ccc(CNc3ncn[nH]3)cc2)cc(Cl)c1OCc1ccccc1	4	1	6	8	-1	1.4	-2	-0.1	5
CCN(CC)C(=O)CN1C(=O)C(=O)c2ccccc21	1	0	23	6	-6	-0.8	-2	-0.1	-2
CCOC(=O)[C@H]1[C@H]2COc3cc(OC)ccc3[C@@H]2N2C(=O)N(c3ccc(Cl)cc3)C(=O)[C@@]12C	3	16	-26	4	0	0.7	18	0.0	-4
Cc1ccnc(NC(=O)c2sc3cc(Cl)ccc3c2Cl)c1	-4	-6	9	-5	-4	1.4	-21	0.2	1
CCCCCc1cc(=O)oc2c(C(CCN3CCCC3)c3cc(OC)c(OC)c(OC)c3)c(OC)cc(OC)c12 (stereo not drawn)	-1	-4	4	12	-3	-0.8	3	0.1	1
COc1cc(/C=C(/C#N)c2ccc(C)cc2)ccc1Oc1ccc([N+](=O)[O-])cn1	-7	3	28	-24	4	3.2	2	0.3	0
CCOC(=O)c1c(NC(=O)Cc2ccccc2)sc2c1CCN(CC)C2	1	-6	-6	-14	5	1.7	2	0.0	-1
COc1ccccc1NS(=O)(=O)c1cccc2nsnc12	-2	1	-10	-3	3	-1.6	5	-0.1	-1
O=C(COC(=O)/C=C/c1cccc([N+](=O)[O-])c1)NCC1CCCO1 (stereo not drawn)	-5	1	7	16	-3	0.1	3	-0.1	-1
CN(C)CCC1CCN(c2cc(C#N)c(C#N)cc2[N+](=O)[O-])CC1	2	-4	-4	-9	119*	0.8	-3	-0.1	0
